Pf growth 96h: Primary qHTS for delayed death inhibitors of the malarial parasite plastid, 96 hour incubation; actives 6.9% (n = 320,000); P. falciparum luciferase reporter growth, 96 h; Potency, µM (titrated, usually from 28.7 µM), inactives show at the highest dose activity change, negative = inhibition, hits mostly inhibitors; further: potency means the concentration at half of the fitted maximal effect; on the % scale 0 is the no-effect control and ±100 the full control effect
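Infected RBCs, 2% Hct / 0.05% parasitemia final; luciferase-reporter P. falciparum; cpd 96 h, 37 C, 5% CO2; luciferase detection reagent; luminescence.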
Pf growth 48h: Primary qHTS for delayed death inhibitors of the malarial parasite plastid, 48 hour incubation | P. falciparum luciferase growth in erythrocytes, 48 h | Potency, µM (titrated, usually from 28.7 µM), for the others: top-dose activity change, negative = inhibition, usual class: inhibitors | actives 5.9% (n = 310,000) | AID 504832, 2011; further: potency means the concentration at half of the fitted maximal effect; on the % scale 0 is the no-effect control and ±100 the full control effect
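Here the parasites carry a stable luciferase gene and grow inside erythrocytes in Albumax-based RPMI medium with compound for one erythrocytic cycle. Activity is scored as loss of luminescent signal.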
LmPK inhibitor: qHTS Assay for Inhibitors of Leishmania Mexicana Pyruvate Kinase (LmPK) | Q27686 | purified LmPK, Kinase-Glo ATP luminescence, 1 h | Potency, µM (top dose mostly 57.5 µM), for the others: at the highest dose activity change, negative = inhibition, actives largely listed as inhibitors | actives 0.37% (n = 290,000); further: potency means the concentration at half of the fitted maximal effect; on the % scale 0 is the no-effect control and ±100 the full control effect
Target sequence (Q27686 whole entry, looked up): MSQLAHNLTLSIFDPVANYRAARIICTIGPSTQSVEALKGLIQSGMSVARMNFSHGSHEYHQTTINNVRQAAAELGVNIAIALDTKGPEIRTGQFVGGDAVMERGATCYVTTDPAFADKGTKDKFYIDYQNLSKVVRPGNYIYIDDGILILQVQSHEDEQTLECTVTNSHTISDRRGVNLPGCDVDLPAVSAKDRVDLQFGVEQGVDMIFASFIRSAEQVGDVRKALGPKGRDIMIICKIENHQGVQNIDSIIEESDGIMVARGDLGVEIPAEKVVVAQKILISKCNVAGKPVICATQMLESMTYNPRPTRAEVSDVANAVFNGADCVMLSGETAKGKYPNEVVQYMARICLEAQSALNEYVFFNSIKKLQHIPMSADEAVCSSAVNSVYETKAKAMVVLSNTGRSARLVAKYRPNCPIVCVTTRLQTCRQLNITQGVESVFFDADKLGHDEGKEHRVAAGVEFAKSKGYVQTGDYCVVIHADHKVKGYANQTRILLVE
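0.1 nM LmPK, 0.5 mM PEP, 0.1 mM ADP; 50 mM imidazole pH 7.2, 7 mM MgCl2, 50 mM KCl; 1 h RT. Kinase-Glo luminescence readout, normalized to no-enzyme (full inhibition) and uninhibited wells.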
TbPYK inhibitor: qHTS of Trypanosoma Brucei Inhibitors. TbPYK enzyme, Kinase-Glo Plus ATP luminescence, 45 min. Potency, µM (top dose mostly 76.8 µM), inactives show at the top dose activity, negative = inhibition, most hits filed as inhibitors. actives 0.12% (n = 410,000). AID 624173, 2012; further: potency means the concentration at half of the fitted maximal effect; on the % scale 0 is the no-effect control and ±100 the full control effect; nearly all actives have a fitted effect of over 50% in size
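Luminescent Kinase-Glo Plus end-point after 45 min room-temperature reaction of T. brucei pyruvate kinase started with 130 uM ADP (final). Buffer TEA 50 mM pH 7.2 with KCl, MgCl2, BSA, Tween-20; titration-based qHTS with fitted concentration-effect curves.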
AMA1 RON2 block: qHTS for Inhibitors of AMA1-RON; Towards Development of Antimalarial Drug Lead: Primary Screen; AlphaScreen AMA1-biotinylated RON2 peptide binding; actives 0.2% (n = 360,000); AID 720542, 2013; Plasmodium falciparum AMA1 (3D7) - RON2 peptide interaction; Potency, µM (highest dose often 58.2 µM), without a hit: top-dose activity change, negative = inhibition, most hits filed as inhibitors;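 further: potency means the concentration at half of the fitted maximal effect; 0% = vehicle wells and -100% = peptide control; nearly all actives have a fitted effect of over 45% in size; some results filed as inactive show a strong effect at the top dose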
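AMA1 (3D7) with his tag at 25 nM final met compounds first, then biotinylated RON2 peptide at 25 nM; detection used donor plus acceptor beads, 10 µg/mL apiece, read by AlphaScreen after 30 min at room temperature.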
Shiga toxin inh: A qHTS for Small Molecule Inhibitors of Shiga Toxin. inhibition, % at 38.7 µM. actives 9.2% (n = 290,000). Vero cells, Shiga toxin protein synthesis inhibition reporter. AID 2315, 2010; in the data active means inhibition mostly above about 28%, no sharp cut-off; inactive means mostly below about 43%; further: 0% is about no effect
CHX counter: Cycloheximide Counterscreen for Small Molecule Inhibitors of Shiga Toxin. max response, %. cell reporter, cycloheximide protein synthesis inhibition counterscreen. actives 12% (n = 300,000); in the data active means max response mostly above about 13%, no sharp cut-off; inactive means mostly below about 14%; further: read at 38.3 µM for the half of the compounds with a filed dose; 0% is about no effect
* hit, by the source's call; u = inconclusive; x = no result given; [ ] = dose if it differs, or a comment. Unless noted, the call rests on the fitted dose curve; in most records, active means well fitted curve in the direction sought with a large enough effect; inconclusive means small, poorly fitted or top-dose-only effect, or another doubt; inactive means no such curve, though single readings can be large; an effect the other way counts as inactive or inconclusive.

Order of results: Pf growth 96h	Pf growth 48h	LmPK inhibitor	TbPYK inhibitor	AMA1 RON2 block	Shiga toxin inh	CHX counter
CCN(CC)S(=O)(=O)c1ccc(OC)nc1
→ -2%	u	2%	0%	-1%	8	-3
CCc1nnc(NC(=O)CSc2n[nH]c(-c3ccccc3O)n2)s1
→ -2%	52%[activator]	-3%	-2%	92%[activator]	9	6
CCN(c1ccccc1)S(=O)(=O)c1ccc(C(=O)Nc2nnc(CSC)o2)cc1
→ u	u	-6%	-17%	87%[activator]	-10	-5
CC1(C)Cc2c(C#N)c(N3CCCC3)nc(-c3ccco3)c2CO1
→ u	x	-5%	x	x	-10	-2
COc1ccc(/C=N/n2c(=S)n(C)c3ccccc32)cc1OC
→ x	-5%	8%	-15%	-18%	3	6
O=C(Nc1c(F)c(F)c(F)c(F)c1F)NC1CCCCC1
→ x	35%[activator]	0%	0%	1%	7	-1
O=C(NCc1ccco1)/C(=C\c1ccco1)NC(=O)c1cccs1
→ u	27%	13%	1%	0%	0	0
CCc1ccc(C(=O)COC(=O)c2cccc(N3C(=O)c4c(C)nc5ccccc5c4C3=O)c2)cc1
→ u	53%[activator]	-6%	1%	-18%	103*	56*
CC(C)CCN1C(=O)c2ccc(C(=O)OCC(=O)N(C)C3CCS(=O)(=O)C3)cc2C1=O (centres undefined)
→ 26%	31%[activator]	x	1%	14%	x	x
CCOc1ccc(CN(C)C(=O)CN2C(=O)NC(c3ccccc3)(c3ccccc3)C2=O)cc1
→ u	13µM*	x	4%	-3%	x	x
Cc1cccc2nc(CSc3nnnn3-c3ccccc3)cn12
→ -35%	x	-4%	4%	36%[activator]	-10	3
O=C(NCCN1CCOCC1)N1CCOCC1
→ 0%	17%	-16%	5%	41%[activator]	7	10
c1nc(N2CCCCC2)c2[nH]cnc2n1
→ 13µM*	-8%	-3%	0%	0%	-14	-5
COc1ccc(C2NCc3ccc4c(c3-n3cccc32)OCO4)cc1O (centres undefined)
→ x	6.6µM*	10%	5%	-26%	-8	-3
CNC(=O)C(=O)NCCc1ccc(Cl)cc1
→ x	-21%	-1%	1%	7%	-24	2
O=C(c1ccc2ncsc2c1)N1CCN(c2ccc(O)cc2)CC1
→ -29%	u	-7%	u	-3%	15	-2
COc1ccc(OC)c(C2NC(=O)NC(C)=C2C(=O)Nc2ccc(C)cc2C)c1 (centres undefined)
→ 15%	32%[activator]	4%	2%	-12%	17	15
O=C(NCCOc1ccc(Cl)cc1)c1cccc(S(=O)(=O)N2CCCC2)c1
→ u	u	x	1%	11%	x	x
CC(C)C(NC(=O)C12CC3CC(CC(C3)C1)C2)C(=O)N/N=C/C1=C(N2CCOCC2)C(=C\c2ccc([N+](=O)[O-])cc2)/CC1 (centres undefined)
→ -7%	-3%	0%	3%	-2%	-12	-2
COc1ccc(-n2ncc3c2CC(C)(C)CC3NC(=O)c2cnc(C)cn2)cc1 (centres undefined)
→ u	0%	0%	-6%	-13%	-3	11

(list continues)
Order of results: Pf growth 96h	Pf growth 48h	LmPK inhibitor	TbPYK inhibitor	AMA1 RON2 block	Shiga toxin inh	CHX counter
CCNC(=O)CC1C(=O)N(c2ccccc2)C(=O)N1CCc1ccc(OC)c(OC)c1 (centres undefined)
→ 29%	x	4%	-1%	2%	-13	0
CC(C)CC(NC(=O)OC(C)(C)C)c1cn([C@@H](CCC(=O)OC(C)(C)C)C(=O)N2CCN(C(=O)OC(C)(C)C)CC2)nn1 (some centres undefined)
→ 10µM*	u	2%	3%	9%	14	-2
Cc1c(Cl)ccc2c1NC(=O)C21NC(CCC(N)=O)[C@H]2C(=O)N(c3ccc(Cl)cc3)C(=O)[C@H]21 (some centres undefined)
→ 7%	x	8%	-2%	0%	-9	-1
O=C(c1ccccc1)N1N=C(c2ccccc2)CC1c1ccccc1 (centres undefined)
→ 2.3µM*	x	7%	-1%	14%	13	-3
COc1ccc(CNC(=O)CN(Cc2ccccc2)C(=O)CCC(=O)Nc2nccs2)cc1
→ 11%	-7%	1%	-4%	2%	-8	-4
Cc1ccc(S(=O)(=O)NN2C(=O)c3ccccc3NC2c2ccco2)cc1 (centres undefined)
→ -11%	19%	9%	1%	-6%	35	-1
CS(=O)(=O)N1CCN(c2ccc(NC(=O)c3ccc([N+](=O)[O-])o3)cc2)CC1
→ u	83%[activator]	6%	1%	-2%	53*	30*
Cc1cccc(NC(=O)CSc2nnc([C@H](C)NC(=O)OC(C)(C)C)o2)c1C
→ 15%	18%	1%	-26%	-5%	-5	-2
COc1ccc(NC(=S)N(CCCN2CCC(C)CC2)Cc2cccs2)cc1
→ 5.9µM*	0%	-1%	-1%	-13%	2	2
C/C(=N\NC(=O)c1ccc(O)cc1)c1ccc(NC(=O)Cc2ccccc2)cc1
→ u	21%	-4%	8%	66%[activator]	170*	36*
Cc1nonc1C1CCCN1Cc1cn[nH]c1-c1ccc2c(c1)OCO2 (centres undefined)
→ u	6%	4%	-7%	-14%	-6	1
CC(C)OCCCn1c(SC(C)C(=O)NC2CC2)nc2ccccc2c1=O (centres undefined)
→ u	u	x	-3%	10%	x	x
Cc1cccc(NC(=O)CSc2nnnn2C2CCCC2)c1
→ 47%[activator]	-5%	8%	2%	12%	-6	13
O=C(NC(=S)N1CCCc2ccccc21)c1ccco1
→ -13%	148%[activator]	5%	1%	41%[activator]	82*	33*
Cc1ccc(CNC(=O)c2cc3c(s2)CN(Cc2ccccc2)C3)cc1
→ u	-2%	5%[11.5 µM]	-3%	-7%	10	-8
CC1CCN(CCc2nc3ccccc3[nH]2)CC1
→ u	-6%	1%	1%	4%	24	4
O=C(Nc1nccs1)c1ccc(S(=O)(=O)N2CCCCC2)cc1
→ u	u	4%	2%	105%[activator]	3	9
Cc1ccccc1-n1c(SCC(=O)N2CCN(c3ccccn3)CC2)nnc1N1CCOCC1
→ -18%	u	x	-1%	-7%	x	x
Cc1oc(-c2cccc3ccccc23)nc1CN1CCN(c2ncnc3ccccc23)CC1
→ 1%	u	2%	-1%	-21%	-6	6
O=C(c1cn(-c2ccccc2)nc1-c1ccncc1)N1CCCCC1
→ u	-6%	-10%	0%	-14%	-1	-4

Reformatted: entries from further up.
Compound | Pf growth 96h | Pf growth 48h | LmPK inhibitor | TbPYK inhibitor | AMA1 RON2 block | Shiga toxin inh | CHX counter
Cc1nonc1C1CCCN1Cc1cn[nH]c1-c1ccc2c(c1)OCO2 (centres undefined) | u | 6% | 4% | -7% | -14% | -6 | 1
CC(C)OCCCn1c(SC(C)C(=O)NC2CC2)nc2ccccc2c1=O (centres undefined) | u | u | x | -3% | 10% | x | x
Cc1cccc(NC(=O)CSc2nnnn2C2CCCC2)c1 | 47%[activator] | -5% | 8% | 2% | 12% | -6 | 13
O=C(NC(=S)N1CCCc2ccccc21)c1ccco1 | -13% | 148%[activator] | 5% | 1% | 41%[activator] | 82* | 33*
Cc1ccc(CNC(=O)c2cc3c(s2)CN(Cc2ccccc2)C3)cc1 | u | -2% | 5%[11.5 µM] | -3% | -7% | 10 | -8
CC1CCN(CCc2nc3ccccc3[nH]2)CC1 | u | -6% | 1% | 1% | 4% | 24 | 4
O=C(Nc1nccs1)c1ccc(S(=O)(=O)N2CCCCC2)cc1 | u | u | 4% | 2% | 105%[activator] | 3 | 9
Cc1ccccc1-n1c(SCC(=O)N2CCN(c3ccccn3)CC2)nnc1N1CCOCC1 | -18% | u | x | -1% | -7% | x | x
Cc1oc(-c2cccc3ccccc23)nc1CN1CCN(c2ncnc3ccccc23)CC1 | 1% | u | 2% | -1% | -21% | -6 | 6
O=C(c1cn(-c2ccccc2)nc1-c1ccncc1)N1CCCCC1 | u | -6% | -10% | 0% | -14% | -1 | -4

Next results.
Order of results: Pf growth 96h	Pf growth 48h	LmPK inhibitor	TbPYK inhibitor	AMA1 RON2 block	Shiga toxin inh	CHX counter
COc1ccc(CCNS(=O)(=O)CCNC(=O)c2ccc3c(c2)OCO3)cc1
→ 16%	18%	x	-16%	16%	x	x
O=C(c1ccccc1)c1c[nH]cc1-c1ccccc1
→ 2%	11%	-2%	-9%	-11%	7	-1
O=C(COC(=O)c1ccc2c(=O)n3c(nc2c1)CCC3)NC1CCS(=O)(=O)C1 (centres undefined)
→ 16%	12%	0%	-6%	-23%	-13	-3
Cc1ccc(S(=O)(=O)NCCc2cc3ccc(C)c(C)c3[nH]c2=O)cc1
→ 33%[activator]	-3%	-4%	0%	5%	-12	-1
COc1ccc(C(=O)Nc2nc(C)c(C(=O)N(C)C)s2)cc1OC
→ u	82%[activator]	-7%	1%	3%	16	30*
O=C(CSc1nnc2ccc(-c3ccccc3)nn12)NCC1CCCO1 (centres undefined)
→ 5%	-18%	-1%[11.5 µM]	-2%	-10%	-8	-6
COC(=O)c1cc(C(=O)CC(C)C)c[nH]1
→ 29%	40%[activator]	1%	-20%	-12%	-6	-1
COc1cccc(NC(=O)C2CCCO2)c1 (centres undefined)
→ -19%	26%	1%	-9%	12%	x	-1
CCOC(=O)Cc1[nH]nc2c1C(C1C=CCCC1)C(C#N)=C(N)O2 (centres undefined)
→ x	-16%	5%	2%	4%	-11	-3
CC1Cc2c([nH]c3ccccc23)C(=O)N1 (centres undefined)
→ 9.3µM*	9%	1%	1%	2%	13	5
COc1ccc(OCCSc2nnc3sc4ccccc4n23)cc1
→ x	u	5%	-19%	-5%	67	60*
COC(=O)c1c(NC(=O)c2ccco2)sc2c1CC(C)(C)NC2(C)C
→ 17µM*	-1%	-3%	-1%	15%	-19	5
COc1ccc(-c2nc(NC(=O)CSc3nnc(C)s3)ns2)cc1
→ 152%[activator]	40%	1%	-4%	4%	33*	34*
COc1ccc(C(=O)NCCC2=CCCCC2)cc1OC1CCN(C(C)C)CC1
→ 20%	u	0%	-9%	0%	42*	42*
O=C(CSc1nnc(COc2cccc3cccnc23)o1)N1CCN(C(=O)c2ccco2)CC1
→ u	u	1%	-12%	-7%	-2	-2
C=C(C)c1cccc(C(C)(C)NC(=O)NNC(=O)c2ccccc2O)c1
→ -1%	1%	2%	-3%	60%[activator]	1	5
O=C1CC(c2cccc(F)c2)C2=C(CCCC2=O)N1 (centres undefined)
→ 9.3µM*	8%	2%	2%	-5%	-6	-4
O=C(COC(=O)C1CC(O)CN1S(=O)(=O)c1ccc(Cl)cc1)c1ccccc1 (centres undefined)
→ 49%[activator]	14%	5%	-9%	15%	-11	7
